Screening data from PubChem BioAssay.
DNMT1 inh: human DNMT1 methyltransferase inhibitors, primary screen, biochemical, molecular beacon, fluorescence, HinP1I cleavage, uHTS | DNA (cytosine-5)-methyltransferase 1 (Homo sapiens), P26358 | inhibition (reported as % activation of signal), % at 10 µM | actives 0.83% (n = 360,000); in the data active means inhibition above about 50%
Scp1 inh: Scp-1 phosphatase inhibitors, primary screen, biochemical, colorimetric, uHTS; Carboxy-terminal domain RNA polymerase II polypeptide A small phosphatase 1 (Homo …; inhibition, % at 20 µM; actives 0.88% (n = 340,000); AID 493091, 2011; Recombinant Scp1, phosphopeptide, malachite green phosphate absorbance;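 active means inhibition above about 50% at 20 µM, limit read from the data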;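 further: plate controls were DMSO wells with enzyme for no effect and wells lacking enzyme for full effect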
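Times: enzyme reaction 45 min at room temperature, colour 5 min, stabilisation 30 min. Material: SCP-1 catalytic fragment, aa 76-261. Medium: Acidic Tris acetate buffer with magnesium and detergent. Signal: colorimetric free-phosphate detection, absorbance 630 nm. Read-out basis: % inhibition of SCP-1 phosphate liberation. Reagent: Phosphorylated 17-residue peptide substrate.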
SUMO1-SIM PPI: modulators of SUMO1 protein-protein interactions, primary screen, biochemical, uHTS; Small ubiquitin-related modifier 1 (Homo sapiens), P63165; SUMO1 binding to a labelled peptide, TR-FRET, 1 h; inhibition, % at 20 µM; actives 0.33% (n = 360,000); AID 602429, 2012; in the data active means inhibition above about 37%
Target sequence (P63165 whole entry, looked up): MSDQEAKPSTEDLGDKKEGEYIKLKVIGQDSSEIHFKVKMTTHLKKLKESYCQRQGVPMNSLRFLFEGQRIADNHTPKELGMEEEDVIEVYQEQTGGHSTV
LMPTP inh: LMPTP phosphatase inhibitors, primary screen, biochemical, fluorescence intensity, uHTS. Low molecular weight phosphotyrosine protein phosphatase (Homo sapiens), P24666. recombinant LMPTP-A, OMFP fluorogenic substrate. actives 0.22% (n = 360,000). inhibition, % at 20 µM. AID 651560, 2012;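 active means compounds that cut the enzyme signal by at least half of the control window in the single-dose screen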;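 further: plate controls were DMSO wells with enzyme plus substrate for no effect and substrate without enzyme for full effect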
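Test system – LMPTP-A phosphatase enzyme · Quantity – 0.625 nM LMPTP-A final · Reagent – OMFP substrate, 400 µM final · Dosing – one test concentration per compound, 20 µM, with 3% DMSO overall · Timing – 50 min enzyme reaction at room temperature, protected from light · Detection – fluorescence intensity · Controls – substrate-only low control, DMSO enzyme-plus-substrate high control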
CSN inh: inhibitors of CSN-mediated cullin deneddylation, primary screen, biochemical, fluorescence polarization, uHTS | COP9 signalosome complex subunit 5 (Homo sapiens), Q92905 | Purified CSN, SCF-Nedd8-OG deneddylation | inhibition, % at 12.5 µM | actives 0.38% (n = 360,000) | AID 651999, 2013;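 active means pattern-corrected inhibition above about 35%, with an unprinted fluorescence ratio check between 0.5 and 1.5, limit read from the data, passing the limit was not always enough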;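 further: 0% = enzyme with substrate and 100% = substrate without enzyme; some results filed as inactive read as strong as hits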
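Test system: purified human Csn5 enzyme expressed in HEK293T cells. Amount: 0.24 nM enzyme. Reagent: SCFSkp2-Nedd8OG substrate at 10 nM final. Schedule: 90 min incubation of compound, enzyme and substrate at room temperature. Detection: fluorescence polarization. Read-out: % inhibition of substrate cleavage by Csn5.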
Neddylation inh: inhibitors of cullin neddylation, primary screen, biochemical, TR-FRET, uHTS, NAE and Ubc12. calls only at 25 µM. actives 0.58% (n = 360,000). AID 651699, 2012; in the data active means inhibition above about 36%
Rin1 Abl inh: inhibitors of Rin1-Abl protein binding, primary screen, biochemical, TR-FRET; Tyrosine-protein kinase ABL1 (Homo sapiens) + Ras and Rab interactor 1 (Homo sapiens), …; actives 0.4% (n = 360,000); AID 588664, 2011; inhibition, % at 7.35 µM; in the data active means inhibition above about 5%, passing the limit was not always enough
Rpn11 inh: Rpn11 (PSMD14) deubiquitinase inhibitors, primary screen, biochemical, fluorescence polarization, uHTS; human 26S proteasome, Ub4-pepOG fluorescence polarization; 20S core pre-blocked with epoxomicin; calls only at 20 µM; AID 588493, 2011; actives 0.59% (n = 360,000); 26S proteasome non-ATPase regulatory subunit 14 (Homo sapiens), O00487;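 active means inhibition at 20 µM, scaled to each plate's controls, above about 33%, limit read from the data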
Target sequence (O00487 whole entry, looked up): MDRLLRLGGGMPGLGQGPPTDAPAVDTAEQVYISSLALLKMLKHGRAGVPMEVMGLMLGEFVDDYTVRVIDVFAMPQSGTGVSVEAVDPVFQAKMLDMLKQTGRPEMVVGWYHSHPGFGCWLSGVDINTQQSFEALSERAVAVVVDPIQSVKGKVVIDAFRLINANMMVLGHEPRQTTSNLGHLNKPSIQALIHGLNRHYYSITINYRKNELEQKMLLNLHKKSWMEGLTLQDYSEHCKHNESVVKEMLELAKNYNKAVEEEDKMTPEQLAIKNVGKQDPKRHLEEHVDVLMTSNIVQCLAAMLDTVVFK
STEP inh: STEP phosphatase inhibitors, primary screen, biochemical, fluorescence intensity, uHTS | actives 0.25% (n = 360,000) | Tyrosine-protein phosphatase non-receptor type 5 (Homo sapiens), P54829 | recombinant STEP, OMFP fluorogenic substrate | inhibition, % at 20 µM;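 active means inhibition at 20 µM, scaled per plate between control wells, above about 37%, limit read from the data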;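 further: 0% = DMSO with enzyme and substrate and 100% = substrate only without enzyme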
Target sequence (P54829 whole entry, looked up): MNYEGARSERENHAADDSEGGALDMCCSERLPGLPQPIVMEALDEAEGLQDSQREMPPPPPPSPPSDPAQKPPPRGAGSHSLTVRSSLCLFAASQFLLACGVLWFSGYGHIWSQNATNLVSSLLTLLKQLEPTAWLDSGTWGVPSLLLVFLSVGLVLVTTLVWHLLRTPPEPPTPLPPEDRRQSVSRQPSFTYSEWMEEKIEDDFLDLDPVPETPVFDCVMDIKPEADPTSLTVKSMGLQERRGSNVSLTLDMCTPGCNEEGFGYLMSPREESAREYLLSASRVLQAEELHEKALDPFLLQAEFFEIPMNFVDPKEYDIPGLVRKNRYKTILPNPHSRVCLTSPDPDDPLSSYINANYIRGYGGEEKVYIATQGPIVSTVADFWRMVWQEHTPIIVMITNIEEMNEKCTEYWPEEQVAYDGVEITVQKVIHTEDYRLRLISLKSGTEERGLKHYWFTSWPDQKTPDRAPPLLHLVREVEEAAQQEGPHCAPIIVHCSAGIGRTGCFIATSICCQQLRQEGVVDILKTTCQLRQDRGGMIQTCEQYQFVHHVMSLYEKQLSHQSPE
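material = STEP tyrosine phosphatase | reagent = fluorogenic phosphatase substrate OMFP at 25 µM final | doses = single compound dose of 20 µM, 1% DMSO final | schedule = 20 min reaction, room temperature, in the dark | measured by = fluorescence, 480/540 nm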
NadD inh: inhibitors of S. aureus NadD, primary screen, biochemical, colorimetric, uHTS; actives 0.78% (n = 360,000); purified NadD enzyme, colorimetric absorbance read-out; AID 602399, 2012; inhibition, % at 20 µM; Nicotinate-nucleotide adenylyltransferase NadD (Staphylococcus aureus N315); in the data active means inhibition above about 26%; further: some compounds past the cut are filed as inactive
An asterisk follows results filed as active; i = inactive; x = no result given.

Results follow in this order: DNMT1 inh	Scp1 inh	SUMO1-SIM PPI	LMPTP inh	CSN inh	Neddylation inh	Rin1 Abl inh	Rpn11 inh	STEP inh	NadD inh
CCCn1nnc(NC(=O)c2cccc(OCC(C)C)c2)n1
 : 3	-13	-1	-1.2	-2	i	1	i	-2	0
Cc1cc(C(F)F)n2nc(C(=O)Nc3cccc(S(=O)(=O)N4CCOCC4)c3)nc2n1
 : 3	-1	0	-0.6	-6	i	1	i	-1	3
NS(=O)(=O)c1ccc(CCNC(=O)c2ccc(Cl)s2)cc1
 : 1	-5	-1	-0.3	3	i	-2	i	-1	-1
Cc1[nH]n(-c2ccccc2)c(=O)c1N=Nc1ccccc1
 : -5	-4	-8	3.2	-2	i	2	i	2	-11
Cc1ccc(CC(=O)Nc2cc(C)ccn2)cc1
 : 1	4	-4	-2.4	-1	i	0	i	-3	0
COc1ccccc1CNC(=O)Cc1cc(=O)[nH]c(=O)[nH]1
 : 5	-12	-4	-2.8	6	i	0	i	2	1
COc1ccc(C(=O)Nc2cccc(/C(C)=N/NC(=O)c3ccc([N+](=O)[O-])c(C)c3)c2)cc1OC
 : -7	-5	1	2.2	0	i	-2	i	0	8
COc1ccc(S(=O)(=O)N2c3ccccc3OCC2C(C)(C)C)cc1 (stereo not drawn)
 : 0	-5	2	-1.1	3	i	0	i	-5	1
O=C(/C=C/c1ccc(-c2ccccc2[N+](=O)[O-])o1)c1ccccc1
 : -9	-13	-7	4.0	5	i	1	i	2	5
Cc1ccc(S(=O)(=O)c2nc(-c3ccccc3)oc2N2CCCC2)cc1
 : 5	-5	4	-1.7	-3	i	1	i	2	7

Later entries:
Results follow in this order: DNMT1 inh	Scp1 inh	SUMO1-SIM PPI	LMPTP inh	CSN inh	Neddylation inh	Rin1 Abl inh	Rpn11 inh	STEP inh	NadD inh
COc1ccc(C2NC(=O)NC(C)=C2[N+](=O)[O-])cc1 (stereo not drawn)
 : -2	-4	-9	1.0	5	i	5	i	1	-1
CN(Cc1cnc2nc(N)nc(N)c2n1)c1ccc(C(=O)NC(CCC(=O)O)C(=O)O)cc1C(F)(F)F (stereo not drawn)
 : 9	50*	12	25	1	x	0	i	4	4
O=C(NC1CCCc2ccccc21)c1ccccc1Cl (stereo not drawn)
 : 0	-13	-1	0.1	8	i	3	i	-2	5
Cc1cc(C)n(-c2ccccc2C#N)n1
 : 5	4	-1	1.2	8	i	0	i	-2	-3
CCN(CC)c1ccc2cc(C(=O)Nc3ccccn3)c(=O)oc2c1
 : 14	-2	-12	1.0	-13	x	-3	i	-28	-4
CCc1nc(SCc2cccnc2)c(C#N)cc1C
 : 2	-4	0	2.2	5	i	-2	i	2	-1
Cc1cc(C)c2nc(N3CCCN(C(=O)c4cnccn4)CC3)c(C#N)cc2c1
 : -14	-8	-8	0.5	5	i	-11	i	-2	9
O=c1c(F)cn(C2CCCO2)c(=O)n1Cc1c(F)cccc1Cl (stereo not drawn)
 : 1	-18	2	-1.9	2	i	-1	i	0	5
Cc1nc2cc(Cl)c(Cl)cc2nc1C
 : -8	-12	-2	-0.7	4	i	4	i	-2	3
Cc1cccc(NC(=O)C2CCCN2S(=O)(=O)c2ccc(Cl)cc2)n1 (stereo not drawn)
 : 3	-2	8	0.3	6	i	2	i	1	-5

Given with tabs: entries from further up.
Molecule	DNMT1 inh	Scp1 inh	SUMO1-SIM PPI	LMPTP inh	CSN inh	Neddylation inh	Rin1 Abl inh	Rpn11 inh	STEP inh	NadD inh
Cc1nc2cc(Cl)c(Cl)cc2nc1C	-8	-12	-2	-0.7	4	i	4	i	-2	3
Cc1cc(C)c2nc(N3CCCN(C(=O)c4cnccn4)CC3)c(C#N)cc2c1	-14	-8	-8	0.5	5	i	-11	i	-2	9
COc1ccc(C2NC(=O)NC(C)=C2[N+](=O)[O-])cc1 (stereo not drawn)	-2	-4	-9	1.0	5	i	5	i	1	-1
Cc1cccc(NC(=O)C2CCCN2S(=O)(=O)c2ccc(Cl)cc2)n1 (stereo not drawn)	3	-2	8	0.3	6	i	2	i	1	-5
CCN(CC)c1ccc2cc(C(=O)Nc3ccccn3)c(=O)oc2c1	14	-2	-12	1.0	-13	x	-3	i	-28	-4
Cc1cc(C)n(-c2ccccc2C#N)n1	5	4	-1	1.2	8	i	0	i	-2	-3
CN(Cc1cnc2nc(N)nc(N)c2n1)c1ccc(C(=O)NC(CCC(=O)O)C(=O)O)cc1C(F)(F)F (stereo not drawn)	9	50*	12	25	1	x	0	i	4	4

More records:
Results follow in this order: DNMT1 inh	Scp1 inh	SUMO1-SIM PPI	LMPTP inh	CSN inh	Neddylation inh	Rin1 Abl inh	Rpn11 inh	STEP inh	NadD inh
O=C(COc1ccc(Cl)cc1Cl)NC(=O)c1ccccc1
 : 8	-5	2	0.0	3	i	3	i	-1	1
CCOC(=O)NC(=O)COC(=O)c1ccc(Sc2ncn[nH]2)c([N+](=O)[O-])c1
 : -2	-9	-6	0.7	1	i	1	i	1	3
O=C(O)c1cccc(Cn2c(Cl)c(/C=N/NC(=O)c3ccccc3)sc2=O)c1
 : -1	-9	-6	-0.8	-6	i	-4	i	3	-2
O=C(Oc1cccc(Br)c1)c1cccnc1
 : -1	-2	-1	-1.5	2	i	-6	i	1	-4
O=C(c1ccc2c(=O)n3c(nc2c1)CCCCC3)N1CCN(c2ccc(F)cc2)CC1
 : 0	-12	0	0.2	-3	i	-1	i	-1	-2
CN(CC(=O)Nc1cccc(F)c1)C(=O)/C=C/c1cc(Br)ccc1OC(F)F
 : -4	-8	-14	2.4	-4	i	0	i	-2	-7
CC1CCCC2(C1)NC(=S)N(c1ccccc1)N2 (stereo not drawn)
 : 2	-1	0	-1.2	-3	i	4	i	2	3
O=C(CC1C(=O)NCCN1CC(c1ccccc1)c1ccccc1)NCC1CCOCC1 (stereo not drawn)
 : -2	-10	0	-0.1	2	i	2	i	0	4
Cc1ccc2oc(=O)c3cnn(CC(=O)Nc4cc(-c5cccc(F)c5)no4)c3c2c1
 : 7	-1	5	-1.4	-2	i	-2	i	5	9
Cc1c(Cl)cccc1NC(=S)N1CCN(S(=O)(=O)c2cccs2)CC1
 : 0	-12	4	3.0	2	i	2	i	3	1

Other results follow:
Results follow in this order: DNMT1 inh	Scp1 inh	SUMO1-SIM PPI	LMPTP inh	CSN inh	Neddylation inh	Rin1 Abl inh	Rpn11 inh	STEP inh	NadD inh
COc1ccc(-c2nc(C)ncc2-c2ccc(Cl)cc2)c(O)c1
 : -3	-13	-8	1.6	-1	i	-1	i	-3	-6
N#CCC(=O)Nc1ccc(C(=O)OCC(=O)N2CCN(C(=O)c3ccco3)CC2)cc1
 : 0	90*	22	5.6	10	i	3	i	-1	2
COC(=O)c1ccc(CN2C(=O)C(C)ON=C2c2ncccc2C)o1 (stereo not drawn)
 : 4	x	-4	-0.7	0	i	0	i	-1	2
Cc1ccc(OCCC(=O)NNC(=O)c2ccccc2F)cc1
 : 8	-5	-4	-1.8	5	i	3	i	-1	2
CCOC(=O)N1CCN(C(=O)c2cc3cc(C)ccc3[nH]2)CC1
 : 1	-2	1	0.1	2	i	-1	i	1	-5
CC(=O)c1c(C)[nH]c(C(=O)OCC(=O)NCc2ccc(Cl)cc2)c1C
 : -7	-1	2	0.1	2	i	6	i	0	-4
NC(=O)CSc1nc2cc([N+](=O)[O-])ccc2n1-c1cccc(C(F)(F)F)c1
 : -12	-16	-18	-0.6	4	i	1	i	1	-6
Cc1ccccc1NC(=O)c1sc2nc[nH]c(=O)c2c1C
 : 2	10	13	0.5	-4	i	6	i	-6	3
COc1ccc(-c2noc(CCC(=O)N3CCN(c4cccc(OC)c4)CC3)n2)cc1
 : 3	1	4	-0.2	1	i	0	i	1	2
O=C(CC1(O)C(=O)Nc2ccccc21)c1ccccc1 (stereo not drawn)
 : 0	3	-4	-1.3	5	i	-2	i	1	2

Further compounds
Results follow in this order: DNMT1 inh	Scp1 inh	SUMO1-SIM PPI	LMPTP inh	CSN inh	Neddylation inh	Rin1 Abl inh	Rpn11 inh	STEP inh	NadD inh
O=C(O)CSc1nnc(-c2ccccc2O)n1Cc1ccccc1
 : 4	2	5	-1.7	-5	i	2	i	-3	3
COc1ccc(-c2noc(CCC(=O)NC3CCN(Cc4ccccc4)CC3)n2)cc1
 : -2	-3	-2	-1.1	-1	i	-2	i	0	-3
CCCc1cn(CC(C)n2c(=O)c3ccccc3n2Cc2cc(C(C)C)no2)nn1 (stereo not drawn)
 : x	x	1	-0.6	-3	x	x	x	x	x
CSc1ccc(CN(C)C(=O)C(Cc2ccccc2)NC(=O)c2ccccc2)cc1 (stereo not drawn)
 : -2	-10	7	1.1	0	i	5	i	-4	-10
N#Cc1c(Cl)cccc1N1CCCC1
 : 7	1	1	-0.6	0	i	0	i	-1	-5
Cc1ccc(S(=O)(=O)NC(C(=O)N2CCN(S(=O)(=O)c3cccc(F)c3)CC2)C(C)C)cc1 (stereo not drawn)
 : -2	-1	0	0.3	-3	i	-3	i	0	1
COC(=O)[C@@]12C[C@@H](CC(=O)NCCC(C)C)C(=O)N(Cc3ccccc3)C1=CCC(C)(C)C2
 : x	x	1	0.0	-1	i	x	x	x	x
O=C(c1cccs1)N1CCN(Cc2ccccn2)CC1
 : 1	-5	3	-2.7	-5	i	-1	i	3	-7
O=C(Nc1ccccc1-c1ccccc1)c1cnccn1
 : 0	-2	-3	-1.8	-2	i	4	i	-2	-5
O=C(Nc1cccc2ccccc12)C1CCN(C(=O)NCc2ccccc2)CC1
 : -10	-7	-6	0.5	4	i	1	i	0	0
CC1CCCCC12NC(=O)N(CC(=O)OCC(=O)NCc1ccc(F)cc1)C2=O (stereo not drawn)
 : 4	-1	4	-1.5	0	i	2	i	-4	8
